esBAF inh – inhibitors of esBAF chromatin remodeling in mouse ES cells | actives 2% (n = 350,000) | Bmi1-luciferase knock-in reporter, 24 h; 100% = twice the neutral-well signal | reporter increase, % at 12.5 µM | AID 602393; in the data active means activation above about 40%;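 further: 0% = median of the plate's neutral control wells and 100% = double that signal; a rise in the Bmi1 reporter signal indicates esBAF inhibition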
RAD54 inh – blocks human RAD54 Holliday junction branch migration; Q92698; FAM/BHQ fluorescence; inhibition, % at 10.4 µM; actives 0.14% (n = 360,000);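 active means mean normalized replicate activity at least 40 and at least half of replicates scoring 40 or more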;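 further: 0% = median of neutral control wells and 100% = median of positive control wells; inhibitors cause a drop in the FAM fluorescence signal; in these data hits start at about 50%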
Target sequence (Q92698 whole entry, looked up): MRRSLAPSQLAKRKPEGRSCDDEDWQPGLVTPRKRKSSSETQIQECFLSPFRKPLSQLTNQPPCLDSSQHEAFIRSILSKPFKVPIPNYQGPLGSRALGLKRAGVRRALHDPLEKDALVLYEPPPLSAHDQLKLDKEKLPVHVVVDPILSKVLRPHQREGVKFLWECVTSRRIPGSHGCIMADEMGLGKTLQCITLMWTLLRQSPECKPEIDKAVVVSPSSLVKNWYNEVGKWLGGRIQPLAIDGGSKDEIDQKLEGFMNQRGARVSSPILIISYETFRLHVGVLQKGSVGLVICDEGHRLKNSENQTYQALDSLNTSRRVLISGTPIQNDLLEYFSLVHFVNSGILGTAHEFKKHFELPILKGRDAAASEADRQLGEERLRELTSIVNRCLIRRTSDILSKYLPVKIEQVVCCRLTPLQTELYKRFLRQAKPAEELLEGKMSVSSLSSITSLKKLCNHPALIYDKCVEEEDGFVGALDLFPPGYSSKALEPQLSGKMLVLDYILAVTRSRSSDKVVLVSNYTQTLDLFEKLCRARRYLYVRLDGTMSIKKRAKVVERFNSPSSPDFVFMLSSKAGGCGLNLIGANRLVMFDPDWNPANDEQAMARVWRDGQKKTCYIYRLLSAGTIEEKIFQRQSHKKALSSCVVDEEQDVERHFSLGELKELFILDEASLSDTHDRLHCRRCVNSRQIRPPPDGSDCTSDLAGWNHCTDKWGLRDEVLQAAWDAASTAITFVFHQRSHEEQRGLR
The depositor's hits bear a star.

SMILES	esBAF inh	RAD54 inh
CCCCNC(=O)CN1CCC2(O)CCCCC2C1c1ccccc1OC (centres undefined)	-4	4
CCOC(=O)c1ccc2nc(NC(NC(C)=O)(C(=O)OC)C(F)(F)F)sc2c1 (centres undefined)	-10	-1
Cc1cccc(NC(=O)CC(C)(C)C)c1	3	-9
CCN(C(=O)c1cc2cc3ccc(C)cc3nc2o1)c1ccc(OC)cc1	39	8
CCN1C(=O)c2cccc3c(S(=O)(=O)NC(Cc4c[nH]c5ccccc45)C(=O)O)ccc1c23 (centres undefined)	-4	2
CCC(c1nnnn1CCc1ccccc1)N(Cc1ccco1)Cc1cc2cc(C)cc(C)c2[nH]c1=O (centres undefined)	-10	-5
CC(C)c1ccc(C2CC(=O)N3CN(Cc4ccco4)CSC3=C2C#N)cc1 (centres undefined)	0	-6
CCn1c(=O)cc(OCC(=O)Nc2cccnc2)c2ccccc21	-1	-6
Brc1cnc(N2CCOCC2)nc1N1CCCCC1	4	-7
CC(=O)N1c2c(cc(Br)cc2S(=O)(=O)NCc2cccnc2)CC1C (centres undefined)	-2	-6
COc1ccc(N2CC(C)Cn3c2nc2c3c(=O)[nH]c(=O)n2C)cc1 (centres undefined)	0	8
Cc1cc(-c2nn3c(C)nnc3s2)ccc1NC(=O)C(C)(C)C	-28	5
CC(C)C[C@@H](CN1CCC[C@@H]1CN1C(=S)NC[C@@H]1Cc1ccc(O)cc1)N1C[C@H](Cc2ccccc2)N(CCc2ccccc2)C1=S	-3	4
CNC(=S)N1N=C(c2ccc(Br)cc2)CC1c1ccc(Br)cc1 (centres undefined)	1	-2
Cc1nc(C(F)(F)F)ccc1C(=O)NN1CCOCC1	5	-6
CCN(CC)S(=O)(=O)c1ccc(-c2nnc(SCC(C)=O)o2)cc1	10	-8
O=C1c2ccccc2C(=O)N1CCc1nn[nH]n1	-6	-15
COc1ccc(-c2n[nH]c(C)c2-c2cc(OC)ccc2O)cc1	-3	5
COc1ccc(C(=O)N(CN2CCCC2=O)c2nccs2)cc1OC	13	-3
OC(COc1cccc2ccccc12)CN1CCN(c2ccccn2)CC1 (centres undefined)	3	17
COc1ccc(-c2noc(-c3ccc(Br)o3)n2)cc1OC	54*	-9
C=CCn1c(=O)c2ccccc2n2c(SCc3cc(=O)n4ccsc4n3)nnc12	-4	3
Cc1noc(C)c1S(=O)(=O)Nc1c(C)n(C)n(-c2ccccc2)c1=O	-6	1
COc1ccc(OC)c(C2=C[N+](=O)C(C)(C)C(C)(C)N2[O-])c1	-3	-7
CCOc1nc(Nc2ccc(F)cc2)nc(N2CCN(c3ccc(OC)cc3)CC2)n1	8	-2

More structures
SMILES	esBAF inh	RAD54 inh
CCNc1nc(Oc2ccc(=O)n(-c3ccccc3)n2)nc(N2CCOCC2)n1	-3	4
O=C(CN1CCN(c2ccccc2)CC1)Nc1ccc(Oc2ccccc2)cc1	4	-6
CN1CCc2nc(SCC(=O)Nc3ccc(Cl)cc3)c(C#N)cc2C1	16	1
CCCSc1nc2sc3c(c2c(=O)[nH]1)CCN(Cc1ccccc1)C3	-2	-9
Cc1ccc(N=Nc2c(C)[nH][nH]c2=O)c(C)c1	2	-7
COCC(=O)Nc1nnc(C2CCCCC2)s1	2	0
CN(C)S(=O)(=O)c1cc([N+](=O)[O-])ccc1N1CCCCCC1	1	4
O=c1cc(CSc2nnnn2-c2ccccc2)nc(Nc2ccc(F)cc2)[nH]1	-8	11
Cc1nc(N2CCOCC2)c2oc3ccccc3c2n1	-1	-13
O=C(c1ccccc1)c1nn(-c2cccc(Cl)c2)c2nc(-c3ccccc3)cc(=O)n12	-6	2
COCCN(Cc1ccccc1)P(=O)(O)c1ccccc1OCC(=O)O	-4	-3
Cc1cccc(N(C2C=CS(=O)(=O)C2)S(=O)(=O)c2ccccc2)c1 (centres undefined)	1	1
CCOc1ccc(NS(=O)(=O)c2ccc(SC)cc2)cc1	8	-3
CCn1c(SCC(=O)c2ccccc2)nnc1-c1cc2cc(Br)ccc2o1	-3	1
CC(=O)NC(Cc1c[nH]c2ccccc12)C(=O)OCC(=O)Nc1ccc2c(c1)OCO2 (centres undefined)	-7	-21
Cc1ccc(SCc2cc(=O)[nH]c(N3CCN(Cc4ccc5c(c4)OCO5)CC3)n2)cc1	-2	-1
Cc1cc(C)c(NC(=O)c2cc3c(nc4sccn43)s2)c(C)c1	-4	2
Cc1c(NC(=O)N2CCCCCC2)c(=O)n(-c2ccccc2)n1C	-3	-14
Cc1ccc2nc(NC(=O)CN3CCOCC3)sc2c1	11	0
CC(C)N=C(NC#N)SCc1ccc(Br)cc1	16	-2
COc1cccc(C2(CSc3nnc(-c4cc(OC)c(OC)c(OC)c4)o3)OCCO2)c1	10	2
CCCC(=O)OCCNC(=O)c1cc2ccccc2oc1=O	2	10
COc1ccc(Nc2nc(C)cc(C)c2C#N)cc1	3	-7
COc1ccc(N2CC(C)Cn3c2nc2c3c(=O)n(Cc3ccc(F)cc3)c(=O)n2C)c(OC)c1 (centres undefined)	-3	2
COc1cccc(CNCCSc2nnnn2C)c1	-1	-4

Next section:
SMILES	esBAF inh	RAD54 inh
Cc1ccc(C(=O)NCCc2ccccc2)cc1	-67	-8
CC(=O)Nc1ccc(NC(=O)c2ccco2)cc1	12	8
COc1ccc(S(=O)(=O)NCC(=O)N(CC(=O)NCC2CCCO2)c2cc(C)ccc2C)cc1 (centres undefined)	3	8
Cc1ccc(-c2nn3c(=O)c(C)nnc3s2)cc1	7	-3
O=C(Nc1ccc2c(c1)OCCO2)c1ccc(Br)o1	17	-10
CCCCN(c1ccccc1)c1ncnc2nc[nH]c12	0	3
CCN(CC)C(=O)C1CCCN(C(=O)Nc2ccc(NC(=O)N3CCCC(C(=O)N(CC)CC)C3)cc2)C1 (centres undefined)	4	-7
COc1cc(S(=O)(=O)NC(C)C)ccc1Cl	5	-7
CCOc1ncccc1C(=O)OCC(=O)c1cc(C)n(Cc2ccco2)c1C	58*	3
CCn1c(SCc2cccc(C)c2)nnc1-c1ccccc1	11	-4
Cc1ccc(S(=O)(=O)NCCCNC(=O)N2CCOCC2)cc1	2	9
N#Cc1c(-c2ccc3c(c2)OCO3)ccn2nc(-c3cccc(C(F)(F)F)c3)nc12	31	4
CCOc1ccccc1N(CC(=O)Nc1cccnc1)S(C)(=O)=O	1	-6
Cn1c(=O)c2c(ncn2CC(=O)Nc2ccccc2N2CCOCC2)n(C)c1=O	-6	-1
Cc1cccc2cc(/C=N/NC(=O)CN3CCOCC3)c(Cl)nc12	0	3
CCOc1cccc(C(=O)Nc2nnc(-c3ccco3)s2)c1	-42	0
CCCc1cc(C(=O)NNC(=S)NC(C)c2ccccc2)cs1 (centres undefined)	0	7
O=C(NCc1cccnc1)NC1(C(F)(F)F)Oc2ccccc2O1	-6	-2
Cc1cccc(OCC(=O)N2CCC(N3CCOCC3)CC2)c1	-9	6
O=C(Nc1cccc(-c2nc3ccccc3[nH]2)c1)c1cccc(NC(=O)c2ccco2)c1	32	4
CC12CCC(=O)N1c1c(sc3nc(N4CCOCC4)c4c(c13)CCCC4)C(=O)N2 (centres undefined)	-6	6
CCOC(=O)C1=C(C)NC(=O)NC1C (centres undefined)	3	-1
CC(=O)C1=C(O)C(=O)N(Cc2ccccc2)C1c1ccco1 (centres undefined)	-2	-8
CCn1c(SCC(=O)Nc2ccccc2OC)nnc1-c1cnccn1	6	0
COc1ccc(NC(=O)CSc2nnc(Cn3nnc4ccccc43)n2C)cc1	-5	-2

Further records.
SMILES	esBAF inh	RAD54 inh
C=CCSc1nc2nc(C)cc(C)n2n1	2	5
O=C(CN1CCN(c2cccc(Cl)c2)CC1)N1CCCC1	4	-6
N/C(=N\OC(=O)c1ccco1)c1ccc(Br)cc1	35	-21
O=C(NC(CO)(CO)CO)c1coc(=O)c(Br)c1	3	-1
O=C(Nc1ccccc1)NC1CC2CCC(C1)N2Cc1nnnn1Cc1ccc2c(c1)OCO2 (centres undefined)	10	8
Cc1cc(C)cc(-n2nnc(C(=O)NCc3ccc4c(c3)OCO4)c2N)c1	-5	0
COCCn1cc(C(=O)N2CCN(C)CC2)c2c3ccccc3n(C)c2c1=O	-7	6
CC(C)c1ccc(-c2c(C#N)c(N)nc3c2CCCCC3)cc1	5	1
CC1(C)CC(=O)C2=C(C1)OC(N)=C(C#N)C21C(=O)N2CCCc3cccc1c32 (centres undefined)	-1	7
O=S(=O)(c1ccc(F)cc1)N1CCN(CC(O)COCc2cccs2)CC1 (centres undefined)	16	-1
Cc1cccc(NC(=O)Nc2cccc(F)c2)n1	68*	12
CCCCc1nnc(NC(=O)CC(=O)Nc2ccccc2C(=O)O)s1	-20	4
Cc1ccc(CSc2nc3ncccc3[nH]2)cc1	-5	-6
O=C(O)c1c(NC(=O)c2cccc3ccccc23)sc2c1CCC2	4	-1
O=C(NCC(=O)N(c1ccc(F)cc1)C(C(=O)NCC1CCCO1)c1ccccc1)c1ccco1 (centres undefined)	-6	8
O=C(CN1CCN(Cc2ccccc2Cl)C1=O)NC1CCCCCCC1	16	-5
Cc1ccc2c(CSc3nc4nc(C)cc(C)n4n3)cc(=O)oc2c1	4	-8
Cn1nc(C(=O)Nc2ccc(S(=O)(=O)N3CCCCC3)cc2)ccc1=O	-7	-13
N=c1n(Cc2ccccc2)c2ccccc2n1CC(O)COc1ccccc1 (centres undefined)	-8	29
Cc1cccc(NC(=O)CN2C(=O)/C(=C3\SC(=S)N(CC4CCCO4)C3=O)c3ccccc32)c1 (centres undefined)	5	-3
CC(C)C(c1nnnn1Cc1cccs1)N1CCN(c2ccccc2)CC1 (centres undefined)	0	3

By substructure: the entries above with an aryl methoxy group.
SMILES	esBAF inh	RAD54 inh
CCCCNC(=O)CN1CCC2(O)CCCCC2C1c1ccccc1OC (centres undefined)	-4	4
CCN(C(=O)c1cc2cc3ccc(C)cc3nc2o1)c1ccc(OC)cc1	39	8
COc1ccc(N2CC(C)Cn3c2nc2c3c(=O)[nH]c(=O)n2C)cc1 (centres undefined)	0	8
COc1ccc(-c2n[nH]c(C)c2-c2cc(OC)ccc2O)cc1	-3	5
COc1ccc(C(=O)N(CN2CCCC2=O)c2nccs2)cc1OC	13	-3
COc1ccc(-c2noc(-c3ccc(Br)o3)n2)cc1OC	54*	-9
COc1ccc(OC)c(C2=C[N+](=O)C(C)(C)C(C)(C)N2[O-])c1	-3	-7
CCOc1nc(Nc2ccc(F)cc2)nc(N2CCN(c3ccc(OC)cc3)CC2)n1	8	-2
COc1cccc(C2(CSc3nnc(-c4cc(OC)c(OC)c(OC)c4)o3)OCCO2)c1	10	2
COc1ccc(Nc2nc(C)cc(C)c2C#N)cc1	3	-7
COc1ccc(N2CC(C)Cn3c2nc2c3c(=O)n(Cc3ccc(F)cc3)c(=O)n2C)c(OC)c1 (centres undefined)	-3	2
COc1cccc(CNCCSc2nnnn2C)c1	-1	-4
COc1ccc(S(=O)(=O)NCC(=O)N(CC(=O)NCC2CCCO2)c2cc(C)ccc2C)cc1 (centres undefined)	3	8
COc1cc(S(=O)(=O)NC(C)C)ccc1Cl	5	-7
CCn1c(SCC(=O)Nc2ccccc2OC)nnc1-c1cnccn1	6	0
COc1ccc(NC(=O)CSc2nnc(Cn3nnc4ccccc43)n2C)cc1	-5	-2

Compound activity from PubChem.

Some of the compounds tested; count on the stated rates, not on these rows.
